# ADAM10 inh: ADAM10 inhibition, QFRET primary screen. recombinant ADAM10, EDANS/DABCYL FRET peptide cleavage, 3 h. 370,000 tested, 0.62% active. inhibition, % at 7 µM. AID 720582;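 active means inhibition above a per-campaign cutoff equal to the mean of compounds falling between control-based bounds plus 3 SD, cut at about 20% in these data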;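 further: 0% = DMSO wells while the 100% control is not disclosed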
# Target sequence (O14672 214-748 limits assumed): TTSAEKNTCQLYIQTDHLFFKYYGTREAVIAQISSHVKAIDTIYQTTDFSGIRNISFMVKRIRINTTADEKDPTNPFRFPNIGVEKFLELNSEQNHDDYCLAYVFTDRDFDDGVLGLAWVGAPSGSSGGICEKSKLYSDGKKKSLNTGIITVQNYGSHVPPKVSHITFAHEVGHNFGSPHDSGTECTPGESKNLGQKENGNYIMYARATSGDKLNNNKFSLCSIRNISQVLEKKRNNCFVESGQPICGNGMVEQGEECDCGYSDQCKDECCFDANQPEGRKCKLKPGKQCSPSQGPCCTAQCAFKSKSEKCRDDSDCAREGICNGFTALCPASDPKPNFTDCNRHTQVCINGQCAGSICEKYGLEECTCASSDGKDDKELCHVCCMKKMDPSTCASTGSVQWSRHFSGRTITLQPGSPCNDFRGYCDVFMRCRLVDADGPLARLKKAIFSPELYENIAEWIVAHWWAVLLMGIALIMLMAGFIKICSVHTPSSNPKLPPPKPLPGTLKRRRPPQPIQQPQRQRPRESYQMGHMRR
# GC-B act: GC-B (human) receptor activation | P20594 | HEK293-GC-B cells, CNP EC30, cGMP TR-FRET; 0% at EC30 CNP, 100% saturating CNP | activation, % at 10 µM | 370,000 tested, 0.11% active;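 active means activation at 10 µM reaching about 35% in either raw or pattern-adjusted values, limit read from the data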
# DAX1 inh-1: DAX1 (NR0B1) inhibition, primary screen | HEK293T StAR-luciferase reporter, SF-1/DAX-1 repression relief | inhibition, % at 6.8 µM | 370,000 tested, 1.1% active | AID 652010;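 active means inhibition above the mean over all tested compounds plus 3 SD, cut at about 3.6% in these data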;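 further: 0% = DAX-1 cells with DMSO and 100% = cells lacking DAX-1 with DMSO; higher inhibition means more luminescence from relief of DAX-1 repression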
# HGIII-sPLA2 inh: Blocks human group III sPLA2 activity | Q9NZ20 | 370,000 tested, 0.56% active | inhibition, % at 12.2 µM | QFRET BODIPY PC-A2 liposome hydrolysis, fluorescence | AID 743126;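 active means inhibition above mean plus 3 SD of compounds lying within the high and low control bounds, cut at about 19% in these data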;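 further: 0% = median of test compound wells and 100% = no enzyme DMSO wells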
# Target sequence (Q9NZ20 whole entry, looked up): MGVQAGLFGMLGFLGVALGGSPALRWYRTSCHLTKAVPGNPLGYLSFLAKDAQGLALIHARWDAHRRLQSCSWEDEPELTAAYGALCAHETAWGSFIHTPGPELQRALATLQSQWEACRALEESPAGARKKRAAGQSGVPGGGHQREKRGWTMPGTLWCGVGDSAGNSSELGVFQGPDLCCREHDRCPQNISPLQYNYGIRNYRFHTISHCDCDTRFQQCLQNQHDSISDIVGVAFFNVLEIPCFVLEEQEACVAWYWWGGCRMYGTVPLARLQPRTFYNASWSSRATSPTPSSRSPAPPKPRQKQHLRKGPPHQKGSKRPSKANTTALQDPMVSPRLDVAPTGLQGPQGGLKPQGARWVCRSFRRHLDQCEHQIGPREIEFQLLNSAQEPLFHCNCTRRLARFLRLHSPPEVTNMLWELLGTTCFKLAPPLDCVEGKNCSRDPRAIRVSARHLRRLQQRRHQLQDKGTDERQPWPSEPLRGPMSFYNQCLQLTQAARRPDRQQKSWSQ
# ssDAF-12 act: activators of S. stercoralis DAF-12 nuclear receptor; HEK293 ssDAF-12/GRIP1 lit1-tk-luc reporter, luminescence; % of 3 µM dafachronic acid response; activation, % at 6.8 µM; 370,000 tested, 1% active; AID 652126;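 active means activation above the mean over all tested compounds plus 3 SD, cut at about 0.9% in these data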;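 further: 0% = DMSO-only wells and 100% = 3 µM delta7-dafachronic acid wells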
# SMARCA2 act: SMARCA2 function activation, primary screen | MG213 cells, MMTV-luciferase reporter, dexamethasone, overnight | activation, % at 9.1 µM | 370,000 tested, 1% active | AID 652017; in the data active means activation above about 7.8%;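 further: 0% = vehicle wells and 100% = reference activator wells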
# DAX1 inh-2: inhibitors of human orphan nuclear receptor DAX1 (NR0B1); P51843; HEK293 Gal4-DAX1 luciferase reporter, luminescence; inhibition, % at 6.75 µM; 340,000 tested, 0.99% active; AID 504766;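 active means inhibition above the mean over all tested compounds plus 3 SD, cut at about 4.2% in these data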;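 further: 0% = DAX1-transfected cells with DMSO and 100% = empty-vector control cells with DMSO; inhibition shows as a rise in luminescence from relieved DAX1 repression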
# hcDAF-12 act: activates DAF-12 receptor from parasite H. contortus; HEK293 hcDAF-12 lit1-tk-luc reporter, luminescence; 0% DMSO, 100% Δ7-dafachronic acid; activation, % at 6.8 µM; 370,000 tested, 1.4% active;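 active means activation above the mean of all tested compounds plus 3 SD, cut at about 5.5% in these data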;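 further: 100% = response to 3 µM Δ7-dafachronic acid high control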
# NPR1 activator: GC-A (human) enzyme activation | activation, % at 10 µM | 370,000 tested, 0.14% active | P16066 | HEK293 GC-A cells, cGMP TR-FRET, EC30 ANP; 0% at EC30 ANP, 100% saturating ANP; in the data active means activation above about 40%
# GAA850 FXN act: activators of GAA850 frataxin (FXN) promoter | AID 540364 | activation, % at 6 µM | 360,000 tested, 0.56% active | HEK293 lucGAA850 FXN promoter luciferase reporter, 24 h; percent of 10 µM SAHA response;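 active means activation above the average of all compounds screened plus 3 SD, cutoff fixed separately per campaign, cut at about 7.5% in these data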;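 further: 0% = DMSO wells and 100% = 10 µM SAHA wells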
# hgDAF-12 ag: activates the H. glycines DAF-12 receptor ligand-binding domain | HEK293 GAL4-hgDAF12 UAS-luciferase reporter, agonist luminescence; normalized to butyrate control | activation, % at 6.8 µM | 370,000 tested, 1.8% active;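 active means activation above a cutoff set at the mean of all screened compounds plus 3 SD, cut at about 10% in these data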;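 further: 0% = DMSO wells and 100% = sodium butyrate wells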
# * = called active by the depositor; / = not tested or not shown.
# Below each SMILES – hcDAF-12 act	DAX1 inh-2	NPR1 activator	DAX1 inh-1	SMARCA2 act	GAA850 FXN act	hgDAF-12 ag	HGIII-sPLA2 inh	ADAM10 inh	ssDAF-12 act	GC-B act
- CCCOc1ccc(N2C(=O)C3ON(c4ccccc4)C(c4ccc(O)c(OC)c4)C3C2=O)cc1 (stereo not given)
  -0.3	-1.2	-0.5	-0.7	4.3	-3.0	-2.3	-26.3	7.7	-1.1	0.7
- COC(=O)c1ccc(C(=O)Nc2nc3cc(N)c(C)cc3s2)cc1
  -1.3	-1.1	-0.3	-0.3	-0.3	0.9	-0.2	-0.3	-2.5	-0.8	-4.4
- Cc1sc(NC(=O)/C=C/C(=O)O)c(C(N)=O)c1-c1ccc(C(C)(C)C)cc1
  -0.7	1.1	-2.5	-0.5	-1.6	3.3	1.0	-0.2	-7.9	-1.6	4.8
- CC1(C)CC(=O)C=C(NNC(=O)c2ccc(N)cc2)C1
  -0.1	0.5	3.6	0.4	0.3	2.2	1.1	1.0	-1.5	-0.8	2.0
- CN(C(=O)C1CCCN1S(=O)(=O)c1ccc(Cl)cc1)c1ccccc1 (stereo not given)
  -1.5	-0.3	-3.1	0.3	-5.0	0.0	-3.5	6.0	-1.1	-1.1	-1.0
- CC1CCCC(NC(=O)COC(=O)[C@@H](NC(=O)c2ccc(F)cc2)C(C)C)C1C (stereo not given in full)
  -1.2	0.5	-3.9	-0.6	-3.4	0.7	-0.8	-5.7	-8.2	-1.2	-0.9
- O=C(Nc1cc([N+](=O)[O-])ccc1F)c1ccc2ccccc2c1
  -1.1	1.0	-1.8	0.2	0.8	1.5	1.5	-0.8	-1.1	-1.5	2.6
- Cc1ccnc(NC(=O)CCC(=O)N(CC(=O)NCc2ccc(F)cc2)c2ccc(F)cc2)c1
  0.3	0.4	-2.9	-0.4	-2.3	-1.8	0.5	-1.2	0.4	-0.4	-9.4
- CCOC(=O)Cc1csc(NC(NC(=O)OCC)(C(=O)OCC)C(F)(F)F)n1 (stereo not given)
  -0.5	2.2	-0.2	0.4	-3.0	-0.3	1.7	0.3	2.9	-1.4	2.1
- O=C(Cc1ccccc1)Nc1c(Cl)ccc2nsnc12
  -1.2	/	-1.2	-0.3	-2.5	-0.8	-2.5	-1.1	-1.8	-1.9	1.4
- O=C1/C(=C/c2ccc(S(=O)(=O)O)cc2S(=O)(=O)O)CCc2ccccc21
  -1.0	/	2.0	-0.1	-1.8	/	-1.7	2.8	-12.9	-1.4	5.4
- O=[N+]([O-])c1ccc(N2CCN(CCO)CC2)cc1Sc1ccccn1
  0.9	1.2	-2.5	-0.1	1.0	-1.5	-1.6	3.6	3.8	-1.8	-1.8
- COC(=O)c1ccc(OC(=O)c2ccc(OC)cc2)c(OC)c1
  0.8	1.0	0.8	0.1	-3.5	-2.2	-3.2	5.0	-12.7	-1.4	0.4
- Cc1ccc(NC(=O)CSc2n[nH]c(-c3ccco3)n2)cc1
  -0.1	-0.5	-0.6	-1.9	-2.2	0.0	1.3	3.0	2.6	-1.4	1.7
- O=C(NCCCN1CCCC1=O)c1cccs1
  0.1	-0.5	3.2	0.1	-0.3	0.3	1.4	-1.4	-2.6	-1.9	2.5
- Cc1c(Cl)ccc2sc(NC(=O)CN3C(=O)c4ccccc4C3=O)nc12
  3.9	-0.7	11.3	-0.7	1.8	0.7	-1.2	19.5*	-4.2	-0.7	-4.0
- O=C(COC(=O)c1cc(=O)[nH]c2ccc(Br)cc12)c1ccccc1
  0.4	0.2	5.0	-0.3	-0.6	1.2	-0.3	-0.7	4.4	-0.6	-0.8
- C=CCOC(=O)C1=C(C)NC(C)=C(C(=O)OCC=C)C1c1cn(-c2ccccc2)nc1-c1ccco1
  -0.6	-1.3	-15.4	0.2	0.3	12.9*	1.9	-1.3	-4.0	-0.7	-12.4
- Cc1csc2nc(O)c(C(=O)NCCCc3ccccc3)c(=O)n12
  2.7	1.2	-8.5	2.1	0.7	1.2	4.6	3.8	-2.8	-1.2	-5.2
- CC(C(=O)N1CCCc2ccccc21)N1C(=O)c2ccccc2C1=O (stereo not given)
  0.4	-0.6	4.5	-0.3	-0.8	-0.2	-0.2	7.5	-9.6	-1.1	-1.1
- CCOC(=O)c1cc(C(=O)Nc2ccccc2F)nn1C
  5.0	1.4	-0.6	3.2	4.5	3.9	13.2*	3.3	12.4	-0.3	2.4
- O=[N+]([O-])c1cccc(/C=C/c2nc[nH]c2[N+](=O)[O-])c1
  0.7	3.1	-2.6	-0.7	-1.5	6.0	-2.9	-4.7	2.1	-1.0	0.9
- CSc1ccc(CN(C)CC(=O)Nc2ccc(NC(C)=O)cc2)cc1
  -2.1	0.2	1.7	0.1	-2.8	-1.4	-2.4	-2.5	0.5	-1.2	-3.5
- CSCCC(NC(=O)c1ccccc1Cl)C(=O)N1CCN(C(C)=O)CC1 (stereo not given)
  0.5	1.4	0.5	3.0	1.2	-0.2	0.6	8.1	-15.5	-0.7	4.2
- Cc1ccc(NC(=O)C2=CCN(S(=O)(=O)c3ccc(F)cc3)CC2)cc1
  -3.6	1.7	-0.2	-0.5	0.5	0.6	-0.4	-10.4	-3.1	-1.5	-11.1
- COc1ccccc1CNC(=O)COC(=O)CSc1ccc(F)cc1
  0.9	1.2	3.4	-0.2	-2.3	1.9	-0.6	-6.4	-4.5	-0.5	1.9
- O=S1(=O)N=C(c2ccccc2)c2ccccc21
  -1.2	2.1	-0.2	0.3	2.3	1.2	-0.6	2.2	2.2	-1.8	-1.1
- O=C(CCC(=O)c1cccs1)NCc1ccccc1Cl
  0.5	0.4	-2.0	0.3	0.6	0.2	-2.0	-2.0	-3.4	-1.4	-0.2
- COc1ccc(NC(=O)c2ccc3c(c2)C(=O)N(Cc2cccnc2)C3=O)cc1
  0.8	0.0	-5.3	0.1	0.2	0.7	1.4	-0.5	3.1	-1.4	-0.7
- Cc1ccc(C(=O)Nc2nc(-c3ccccn3)cs2)cc1S(=O)(=O)N1CCOCC1
  -2.1	-1.3	2.0	-4.2	-2.2	-2.7	-8.5	-1.0	2.8	-1.5	4.3

# One compound at a time, as listed above. Values in the order: hcDAF-12 act, DAX1 inh-2, NPR1 activator, DAX1 inh-1, SMARCA2 act, GAA850 FXN act, hgDAF-12 ag, HGIII-sPLA2 inh, ADAM10 inh, ssDAF-12 act, GC-B act
# O=C1/C(=C/c2ccc(S(=O)(=O)O)cc2S(=O)(=O)O)CCc2ccccc21 as listed: -1.0, /, 2.0, -0.1, -1.8, /, -1.7, 2.8, -12.9, -1.4, 5.4
# Cc1ccc(C(=O)Nc2nc(-c3ccccn3)cs2)cc1S(=O)(=O)N1CCOCC1 as listed: -2.1, -1.3, 2.0, -4.2, -2.2, -2.7, -8.5, -1.0, 2.8, -1.5, 4.3

# New compounds follow
# Below each SMILES – hcDAF-12 act	DAX1 inh-2	NPR1 activator	DAX1 inh-1	SMARCA2 act	GAA850 FXN act	hgDAF-12 ag	HGIII-sPLA2 inh	ADAM10 inh	ssDAF-12 act	GC-B act
- OCC1(CCc2ccccc2)CCN(Cc2ccccc2Cl)CC1
  0.7	-0.6	-5.7	-0.6	1.4	1.9	-2.2	-16.1	0.5	-1.2	-4.7
- CCCCC1(c2ccc(F)cc2)NC(=O)N(CC(=O)N2CCN(C(=O)c3ccco3)CC2)C1=O (stereo not given)
  -1.3	0.2	0.5	-0.2	0.0	0.4	-0.1	-0.3	2.3	-1.2	2.7
- O=[N+]([O-])c1ccc2n[nH]nc2c1
  -1.9	-1.1	-0.5	-0.7	-2.9	0.0	-2.2	-3.1	5.0	-1.1	3.5
- Cc1ccc(NC(=O)Cc2nc(-c3c[nH]c(C(=O)N4CCCC4)c3)cs2)c(C)c1
  -1.5	-1.5	-4.6	-2.9	1.7	-3.1	-3.9	-12.8	-11.4	-1.8	0.8
- CC(C)CN(C(=O)COC(=O)c1c(Cl)ccc(Cl)c1Cl)C1CCS(=O)(=O)C1 (stereo not given)
  -2.1	0.4	0.3	-1.2	-2.0	-0.3	-0.2	-9.5	2.1	-2.1	-1.7
- COc1cc(C(C)=O)ccc1OCC(O)CN1CCN(c2ccccn2)CC1 (stereo not given)
  -1.7	-0.7	-1.4	0.3	-1.9	1.1	-0.3	-1.2	-2.5	-1.6	0.4
- O=c1c[n+]([O-])c2ccccc2n1OCc1ccccn1
  -1.4	-0.7	0.2	0.0	1.2	2.1	-1.0	-0.1	-11.4	-1.0	3.1
- O=c1[nH]cc(CCc2ccccc2)c(=O)[nH]1
  -1.4	0.4	-1.0	-1.3	-5.3	0.1	-1.8	8.2	-3.8	-1.5	-5.8
- CCOc1ccc(-n2c(=O)c3c4c(sc3n(CC(=O)NCC3CCCO3)c2=O)CCCC4)cc1 (stereo not given)
  -0.8	-1.5	-1.6	-0.2	1.8	0.7	3.8	3.6	7.2	-1.8	-5.5
- O=C(CCCCCC(=O)N(CCO)CCO)N(CCO)CCO
  0.1	0.5	2.7	-0.2	1.7	-3.0	2.8	-1.6	1.2	-0.9	3.2
- CC1=NN(C(=O)Cc2ccc([N+](=O)[O-])cc2)C(O)(c2ccccc2)C1 (stereo not given)
  -0.8	-0.2	-3.4	-0.4	-0.3	-2.6	1.5	-16.8	5.1	-1.7	2.0
- Nc1[nH]c(C(=O)c2ccccc2)c(-c2ccccc2Br)c1C(=O)NCc1ccc(-c2ccccc2)cc1
  0.3	/	-5.2	0.0	-5.9	/	2.3	-1.1	3.8	-1.0	1.9
- O=C1c2ccccc2-c2cccc(C(=O)N3CCN(C(=O)c4ccccc4)CC3)c21
  -0.5	1.0	-3.2	-0.3	1.6	0.2	0.5	-5.5	-3.4	-0.5	0.8
- O=C(COC(=O)C1CCN(S(=O)(=O)c2ccc(Cl)c(C(F)(F)F)c2)CC1)NCC1CCCO1 (stereo not given)
  0.3	-1.0	-1.3	0.3	-4.0	0.8	-1.6	1.0	-1.9	-1.1	3.3
- COC(=O)c1sc2ncccc2c1OCc1ccc(Cl)cc1Cl
  0.1	1.0	-8.3	0.0	0.9	3.8	-0.1	0.9	-1.8	-0.3	-6.8
- COC(=O)C1=C(C)N(CCCC(=O)O)C(=O)NC1c1ccc(C(F)(F)F)cc1 (stereo not given)
  -0.5	0.5	2.4	-0.1	0.4	1.2	1.4	-0.5	0.1	-1.1	3.8
- O=C1CC(c2ccccc2)CC(=O)N1c1ccccc1
  -1.6	2.2	2.7	0.5	0.8	0.3	0.7	-0.2	1.8	-1.5	1.2

# Reprinted from the entries so far, 3 compounds:
# Below each SMILES – hcDAF-12 act	DAX1 inh-2	NPR1 activator	DAX1 inh-1	SMARCA2 act	GAA850 FXN act	hgDAF-12 ag	HGIII-sPLA2 inh	ADAM10 inh	ssDAF-12 act	GC-B act
- OCC1(CCc2ccccc2)CCN(Cc2ccccc2Cl)CC1
  0.7	-0.6	-5.7	-0.6	1.4	1.9	-2.2	-16.1	0.5	-1.2	-4.7
- CCCCC1(c2ccc(F)cc2)NC(=O)N(CC(=O)N2CCN(C(=O)c3ccco3)CC2)C1=O (stereo not given)
  -1.3	0.2	0.5	-0.2	0.0	0.4	-0.1	-0.3	2.3	-1.2	2.7
- O=[N+]([O-])c1ccc2n[nH]nc2c1
  -1.9	-1.1	-0.5	-0.7	-2.9	0.0	-2.2	-3.1	5.0	-1.1	3.5
